# AmpC inh detg – AmpC beta-lactamase inhibition with detergent present; P00811; AmpC hydrolysis of nitrocefin, absorbance 480 nm, 0.01% Triton; Potency, µM (series often up to 114 µM), without a hit: at the top dose activity change, negative = inhibition, most hits filed as inhibitors; 370,000 compounds, 0.041% hits; active means well fitted inhibition curve with a large enough effect; inconclusive means small, poorly fitted or top-dose-only effect;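 further: potency means the concentration at half of the fitted maximal effect; 0% = no-compound wells and -100% = no-enzyme wells; nearly all actives have a fitted effect of over 25% in size; some results filed as inactive show a strong effect at the top dose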
# Target sequence (P00811 whole entry, looked up): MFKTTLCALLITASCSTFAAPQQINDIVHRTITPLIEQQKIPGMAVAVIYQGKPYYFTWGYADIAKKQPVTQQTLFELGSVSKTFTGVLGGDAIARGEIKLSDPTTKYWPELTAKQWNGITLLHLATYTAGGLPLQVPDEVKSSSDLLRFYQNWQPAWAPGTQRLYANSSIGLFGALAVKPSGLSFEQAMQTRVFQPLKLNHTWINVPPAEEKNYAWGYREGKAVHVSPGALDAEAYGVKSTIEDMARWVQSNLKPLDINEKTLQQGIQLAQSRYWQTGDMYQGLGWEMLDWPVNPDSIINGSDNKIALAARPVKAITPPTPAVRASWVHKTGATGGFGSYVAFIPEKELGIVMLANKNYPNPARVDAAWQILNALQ
#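 20 mM phosphate pH 7.0 + 0.01% (detergent screen) or 0.0001% Triton X-100; 5.3 nM AmpC reagent; cpd preinc 15 min RT; nitrocefin (800 uM stock) to start; A480 q20 s × 4 min; Activity was normalised to no-enzyme and no-compound control wells.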
# HCMV inh – human cytomegalovirus inhibition. HFF cells, HCMV-luciferase reporter, 72 h; stronger effect = lower value. activity change, negative = inhibition, % at 57.5 µM. 410,000 compounds, 4.5% hits. AID 1259415; in the data active means activity change below about -60%; inconclusive means no clear call, values can overlap the other calls; inactive means above about -39%
#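 Two compound doses tested in HFFs infected with HCMV-luciferase, MOI 1 PFU/cell, 72 h at 37C. Lysate luminescence read with OneGlo; data normalized against buffer-only and 10uM Salinomycin inhibitor controls.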
# The depositor's hits bear a star; ? = inconclusive. Unless noted, on the % scale 0 is the no-effect control and ±100 the full control effect. Only part of the results is shown (hit frequency here may not be typical).
SMILES,AmpC inh detg,HCMV inh
COc1ccc(-c2nc3scc(CCNS(=O)(=O)c4c(C)cc(C)cc4C)n3n2)cc1OC,1%,39
O=C(Cn1ccn(-c2ccc(F)c(F)c2)c(=O)c1=O)NCc1ccccc1,26%,-12
CC(C)N(Cc1ccccc1)S(=O)(=O)c1ccc(N2CCCCS2(=O)=O)cc1,7%,-32
Cc1cccc(C)c1NC(=O)Cn1c(=O)n(Cc2ccccc2Cl)c(=O)c2cccnc21,17%,11
Cc1ccc(S(=O)(=O)Nc2ccc3nc(-c4ccc(F)cc4)oc3c2)cc1,15%,-14
COc1ccccc1C1C(C(=O)Nc2ccccc2)=C(C)Nc2nc(-c3ccccc3)nn21 (stereo not given),7%,?
O=C(Cn1c(-c2cccs2)cc2cc(F)ccc21)N1CCCCC1,11%,-10
CC(C)c1ccc(OCC(=O)Nc2cc(-c3nc4ncccc4o3)ccc2Cl)cc1,4%,-2
O=C(NCc1ccc2c(c1)CCN2C(=O)c1ccncc1)c1cccc(F)c1,8%,10
CCOC(=O)c1ccc(NC(=O)CN2C(=O)C(C)(C)c3ccccc32)cc1,2%,-13
O=C(Nc1ccccc1C(F)(F)F)N1CCC2(CC1)Oc1ccccc1C(=O)N2Cc1ccccc1F,7%,-74*
Cc1cc(C)c(/C=C/c2onc(C)c2S(=O)(=O)N2CCC(C(=O)Nc3ccc(Cl)cc3C)CC2)c(C)c1,15%,-20
O=C(Nc1nc2ccc(F)cc2s1)c1nc(SCc2ccccc2F)ncc1Cl,14%,7
CCn1cc(C(=O)NCCCOC(C)C)c(=O)c2cc(S(=O)(=O)N(C)C3CCCCC3)ccc21,0%,0
COc1ccc(NC(=O)Cn2nc(SC)c(S(=O)(=O)c3ccc(C)cc3)c2N)cc1OC,4%,7
COC(=O)c1ccccc1NC(=O)c1c(NC(=O)c2ccco2)sc2c1CCC(C(C)(C)C)C2 (stereo not given),-9%,8
CCOC(=O)C1=C(CN2CCN(c3ccc(Cl)cc3)CC2)NC(=O)NC1c1ccc(F)cc1 (stereo not given),0%,-36
CCN1C(=O)c2ccccc2S(=O)c2ccc(C(=O)N3CCN(c4ccccc4OC)CC3)cc21 (stereo not given),?,19
COc1cc(CN(CC2CCCO2)C(=O)c2ccc(F)cc2)cc(OC)c1OC (stereo not given),23%,-25
Cc1ccc(Cl)cc1NC(=O)C(NS(=O)(=O)c1ccc2c(c1)CCC(=O)N2)c1ccccc1 (stereo not given),-7%,-10
CC(C)Cc1ccc(S(=O)(=O)N2CCN(Cc3noc(CCC(=O)N4CCCCC4)n3)CC2)cc1,13%,-23
CC12CN3CC(c4ccccc4)(CN(C1)C3c1ccc(O)cc1)C2=O (stereo not given),-1%,-9
Cc1ccc(-n2c(=O)c3c(C)c(C)sc3n(CC(=O)c3ccc(Cl)cc3)c2=O)cc1C,1%,-13
Cc1oc(-c2ccc(Cl)cc2)nc1CSc1nc2ncccc2[nH]1,-9%,?
CC1CCN(c2oc(-c3cccs3)nc2S(=O)(=O)c2ccc(Cl)cc2)CC1,27%,13
CCCCNC(=O)Cn1nc(N2CCN(c3ccccc3OC)CC2)ccc1=O,1%,14
Cc1ccc(C(C)C)c(OCC(=O)Nc2ccc3c(c2)nc(CCNC(=O)c2ccco2)n3C)c1,1%,1
CCN(C(=O)Cn1cc(S(=O)(=O)N2CCN(c3ccccc3F)CC2)c2ccccc2c1=O)c1ccc(C)c(C)c1,2%,4
CCCC(=O)OCc1cnc(C)c2oc(=O)c(C(=O)Nc3ccc(F)cc3C)cc12,3%,8
COc1ccc(CCNc2nc3ccccc3c3nc(-c4cccc(C)c4)nn23)cc1OC,3%,175
COc1cc(OC)cc(-c2nc3nc(C)c(CCC(=O)Nc4ccc(C)c(C)c4)c(C)n3n2)c1,-11%,2
CC(C)(C)c1ccc(-c2nnc(-c3ccccc3NC(=O)c3cccc(C(F)(F)F)c3)o2)cc1,-1%,3
O=C(CN1C(=O)CC(c2ccco2)Sc2ccccc21)Nc1ccc(OC(F)(F)F)cc1 (stereo not given),1%,11
Cc1ccccc1Cn1c(=O)n(CCCCCC(=O)NCc2ccc3c(c2)OCO3)c(=O)c2sccc21,19%,-36
Cc1ccc(C)c(NC(=O)CCCn2c(C)c3cnn(-c4ccccc4)c(=O)c3c2C)c1,21%,-13
CCCC(=O)OCc1cnc(C)c2oc(=O)c(C(=O)Nc3ccccc3)cc12,2%,5
COc1cccc(/C=C/c2nc(C#N)c(NCCc3ccc(OC)c(OC)c3)o2)c1,19%,-9
CC(CNC(=O)c1cc2cc(S(=O)(=O)N3CCCCC3)ccc2n1C)c1ccccc1 (stereo not given),-5%,?
Cc1ccc(CNC(=O)c2cccn2-c2nnc(N3CCCC3)s2)cc1,-4%,0
Cc1cc(Br)ccc1NC(=O)CCNS(=O)(=O)c1cccc2nonc12,-3%,-6

# 3 structures from above, arranged by molar mass, largest number first:
SMILES,AmpC inh detg,HCMV inh
CC(C)(C)c1ccc(-c2nnc(-c3ccccc3NC(=O)c3cccc(C(F)(F)F)c3)o2)cc1,-1%,3
COc1ccc(CCNc2nc3ccccc3c3nc(-c4cccc(C)c4)nn23)cc1OC,3%,175
Cc1ccc(CNC(=O)c2cccn2-c2nnc(N3CCCC3)s2)cc1,-4%,0

# (next part)
SMILES,AmpC inh detg,HCMV inh
O=S1(=O)c2ccccc2N(Cc2cccc(C(F)(F)F)c2)c2ccccc21,16%,-15
CCOc1ccc(CNC(=O)CSc2nnc(C)c3c(C)n(-c4ccccc4)nc23)cc1,22%,?
CCOc1ccc(CCNC(=O)C2COc3ccccc3C2)cc1OCC (stereo not given),19%,-28
Cc1cc(NC(=O)c2ccccc2F)ccc1-c1nc2ccccc2s1,-6%,96
O=S(=O)(c1ccc(Cl)cc1)c1nc(-c2ccccc2Br)oc1NCc1ccccc1,7%,-5
N#C/C(=C\c1ccc(Cl)cc1)c1nc(-c2cc3c(ccc4ccccc43)oc2=O)cs1,15%,-2
COc1ccc(CNCc2c(C(=O)O)c(C)n(Cc3ccccc3C)c2C)cc1OC,10%,2
Cc1cccc(NC(=O)c2oc3ccc(S(=O)(=O)N4CCCCC4)cc3c2C)c1C,-3%,6
O=c1[nH]c2ccc(NCc3ccc(-c4ccc(Br)cc4)o3)cc2[nH]1,1%,6
CC(C)OC(=O)c1c(NC(=O)c2cccc(C(F)(F)F)c2)sc2c1CCCC2,11%,-14
O=C(NCc1ccco1)c1ccc2c(c1)N(Cc1ccc(Cl)cc1)C(=O)c1ccccc1S2(=O)=O,-4%,13
CCOC(=O)N1CCc2c(sc3c2c(=O)n(Cc2ccccc2)c(=O)n3CC(=O)Nc2ccccc2F)C1,3%,-22
CCOc1ccc(N(CC(=O)Nc2ccc(OC)cc2)S(=O)(=O)c2ccc(Cl)cc2)cc1,9%,4
COc1ccc(NC(=O)c2cccn2-c2nnc(N3CCCCC3)s2)cc1Cl,3%,0
COc1ccc(N2CCN(c3oc(/C=C/c4cc(OC)c(OC)c(OC)c4)nc3C#N)CC2)cc1,-1%,-35
CN(C)CCNC(=O)C(=O)NCC(c1ccc2c(c1)OCO2)N1CCOCC1 (stereo not given),5%,-27
COc1ccc(C2c3c(n(C)c4ccccc34)C(=O)N2CC(=O)Nc2cccc(Cl)c2)cc1 (stereo not given),-4%,0
Cc1c(C(=O)OC2CCCCCC2)[nH]c2c1C(=O)CC(c1ccccc1)C2 (stereo not given),-1%,-21
O=C(NCCCN1CCN(c2ccc(F)cc2)CC1)c1cnn(-c2ccc(F)cc2)c1-n1cccc1,?,-19
Cc1ccc(CN(Cc2cccn2-c2nnc(N3CCCC3=O)s2)C(=O)Nc2ccc(F)cc2)cc1,4%,-30

# Complete entries, looked up by structure. Values in the order: AmpC inh detg, HCMV inh
# COc1ccc(CNCc2c(C(=O)O)c(C)n(Cc3ccccc3C)c2C)cc1OC across the screens: 10%, 2
# CN(C)CCNC(=O)C(=O)NCC(c1ccc2c(c1)OCO2)N1CCOCC1 (stereo not given) across the screens: 5%, -27
# Cc1cc(NC(=O)c2ccccc2F)ccc1-c1nc2ccccc2s1 across the screens: -6%, 96
# O=S1(=O)c2ccccc2N(Cc2cccc(C(F)(F)F)c2)c2ccccc21 across the screens: 16%, -15

# The main list resumes with the five entries that preceded the break.
SMILES,AmpC inh detg,HCMV inh
CN(C)CCNC(=O)C(=O)NCC(c1ccc2c(c1)OCO2)N1CCOCC1 (stereo not given),5%,-27
COc1ccc(C2c3c(n(C)c4ccccc34)C(=O)N2CC(=O)Nc2cccc(Cl)c2)cc1 (stereo not given),-4%,0
Cc1c(C(=O)OC2CCCCCC2)[nH]c2c1C(=O)CC(c1ccccc1)C2 (stereo not given),-1%,-21
O=C(NCCCN1CCN(c2ccc(F)cc2)CC1)c1cnn(-c2ccc(F)cc2)c1-n1cccc1,?,-19
Cc1ccc(CN(Cc2cccn2-c2nnc(N3CCCC3=O)s2)C(=O)Nc2ccc(F)cc2)cc1,4%,-30
O=C(Cn1cc(S(=O)(=O)Cc2ccccc2F)c2ccccc21)NCc1ccccc1Cl,14%,0
CCN(Cc1ccccc1)C(=O)Cn1ncc2c(=O)oc3ccc(C)cc3c21,10%,6
Fc1ccc(Nc2nc3ccccc3n3cnnc23)c(F)c1,11%,-7
O=S(=O)(Nc1ccc(-c2ccc(N3CCCCC3)nn2)cc1)c1ccc(OC(F)(F)F)cc1,16%,23
COc1cccc(NC(=O)Cn2c(-c3nonc3N)nc3ccccc32)c1,1%,-2
COc1cc(NC(=O)Cn2c(=O)n(Cc3ccco3)c(=O)c3oc4ccccc4c32)cc(OC)c1,0%,-19
Cc1c(C2=CCN(S(=O)(=O)c3ccc(CC(C)C)cc3)CC2)c2ccccc2n1CC(=O)N1CCCC1,-9%,10
Cc1ccc2[nH]c(=O)c3cc(C(=O)N4CCN(c5ccccc5F)CC4)sc3c2c1,-1%,12
CC(=O)Nc1ccc(NC(=O)CN2C(=O)CC(c3ccco3)Sc3ccccc32)cc1 (stereo not given),19%,-105*
O=C(NCc1ccc(F)cc1)c1nnc(Cc2cccc(F)c2)o1,-8%,-7
CCOc1ccc2nc(N3CCCC(C(=O)Nc4ccc(CC)cc4)C3)sc2c1 (stereo not given),1%,-6
COc1ccc(NC(=O)CN2CCN(Cc3ccc(F)cc3)S2(=O)=O)cc1Cl,7%,-13
CCS(=O)(=O)N1CCc2cc(C(=O)NCCc3ccccc3)ccc21,18%,92
COc1cc(C(CC(=O)Nc2ccc(C)c(F)c2)N2Cc3ccccc3C2=O)cc(OC)c1OC (stereo not given),1%,-2
CCOc1cc2[nH]c(=O)n(CCCC(=O)N3CCN(c4cccc(Cl)c4)CC3)c(=O)c2cc1OCC,?,-24
Cc1cc(-c2ccc(S(=O)(=O)Nc3ccc(Cl)cc3C)cc2)on1,11%,-78*
Nc1nonc1C(=O)NCCNCc1ccc(Cl)c(Cl)c1,2%,-21
COc1ccc(-c2nc3ccccc3s2)cc1NC(=O)c1cccc(F)c1,-4%,83
Cc1cccc(Cc2c(C)nc3nc(SCc4ccccc4F)nn3c2C)c1,2%,23
O=C(NCCc1csc2nc(-c3ccc(F)cc3)nn12)c1cccc(C(F)(F)F)c1,-6%,-24
COc1ccc(-c2ccc(CCC(=O)O)n2-c2cc(Cl)ccc2O)cc1,22%,32
CCOC(=O)C1=C(CS(=O)(=O)c2cccc(C(F)(F)F)c2)NC(=O)NC1c1cccc(OC)c1 (stereo not given),25%,6
Cc1ccc2c(CC(=O)Nc3cccc(Cl)c3C)coc2c1,15%,-11
Cc1cccc(CN2CCN(CC(=O)NCCc3ccc(Cl)cc3)C2=O)c1,-1%,-12
COc1cc(OC)cc(N2C(=O)N(CC(=O)c3ccc(F)cc3)c3ccccc3S2(=O)=O)c1,8%,9
COCCCNc1oc(-c2ccc(COc3ccc(Cl)cc3)o2)nc1C#N,1%,-20
COc1ccc(C(=O)NC2(C(F)(F)F)C(=O)NC(C)=C2C#N)cc1 (stereo not given),-4%,1
COCCN1C(=O)c2[nH]nc(-c3cc(C)ccc3O)c2C1c1ccc(C(C)C)cc1 (stereo not given),9%,-13
CCOc1ccc(/C=C/C(=O)Nc2sc3c(c2C(=O)OC)C(C(=O)OC)CC3)cc1 (stereo not given),-7%,30
Cc1ccc(-n2c3c(cc(-c4nc(-c5ccc(Cl)cc5)cs4)c2=O)C(=O)CC(C)(C)C3)cc1C,20%,4
CCOC(=O)c1cccc(NC(=O)c2ccc3c(c2)nnn3C2CCCC2)c1,2%,-15
Cc1ccc(CN(Cc2cccn2-c2nnc(N3CCCC3=O)s2)C(=O)Nc2ccccc2C(F)(F)F)cc1,-3%,?
Cc1ccccc1NC(=O)CCn1nc(-c2ccc(Cl)cc2)c2ccccc2c1=O,2%,-34
CC(C)C(=O)NC1CC(=O)N(c2ccc3c(c2)OCCO3)C1 (stereo not given),-4%,53
CCOc1ccc(N2CC(c3nc4ccccc4n3CCOc3ccc(CC)cc3)CC2=O)cc1 (stereo not given),12%,10
COc1cccc(-c2noc(COc3ccc(C(C)(C)C)cc3)n2)c1,14%,12
CCc1nn2c(=O)cc(COC(=O)c3ccc(NC(=O)C4CCCCC4)cc3)nc2s1,14%,8
FC(F)(F)c1cc(-c2cccc(Br)c2)nc2ncnn12,20%,-23
CCOC(=O)c1cc(-c2ccccc2)n(CCCC(=O)Nc2ccc(C)c(C)c2)c1C,13%,0
COc1ccc(-c2nc3ccccc3s2)cc1NC(=O)c1cccc([N+](=O)[O-])c1C,-5%,49

# Screens (PubChem BioAssay)
